Source: PubChem (several laboratories)
V-ATPase pHluor: regulators of yeast V-ATPase proton pumping, primary screen, pHLuorin cytosolic pH fluorescence. S. cerevisiae. response, % at 10 µM. 0.37% of 350,000 active. AID 504577, 2011; in the data active = response mostly above about 7.3%, no sharp cut-off; inactive = mostly below about 5.4%; also: actives read high; inactives centre near 0; some compounds called inactive have numbers as strong as hits; reference of the scale not given here
OPRM1-OPRD1 inv: inverse agonists of MOR-DOR heterodimerization, primary screen, cell-based, luminescence | Mu-type opioid receptor (Homo sapiens) + Delta-type opioid receptor (Homo sapiens), … | inhibition, % at 9.3 µM | cell-based MOR-DOR heterodimer luminescence, inverse agonism | 0.21% of 340,000 active; in the data active = inhibition above about 22%, passing the limit was not always enough;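 also: 0% = cells with DMSO and 100% = wells without cells with DMSO; values of inactives mirror those of a sister screen read the other way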
Target sequence (P35372 whole entry, looked up): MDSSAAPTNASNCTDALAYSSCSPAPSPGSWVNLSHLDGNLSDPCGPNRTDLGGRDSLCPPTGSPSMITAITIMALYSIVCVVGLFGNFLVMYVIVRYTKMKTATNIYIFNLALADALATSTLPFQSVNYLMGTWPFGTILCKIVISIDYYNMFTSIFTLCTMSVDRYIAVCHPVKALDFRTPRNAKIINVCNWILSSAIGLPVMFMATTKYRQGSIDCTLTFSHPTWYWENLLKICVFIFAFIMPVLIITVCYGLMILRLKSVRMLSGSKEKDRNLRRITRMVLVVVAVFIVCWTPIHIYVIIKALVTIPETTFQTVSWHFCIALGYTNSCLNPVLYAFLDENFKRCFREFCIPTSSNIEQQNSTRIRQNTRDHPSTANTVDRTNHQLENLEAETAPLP
Target sequence (P41143 whole entry, looked up): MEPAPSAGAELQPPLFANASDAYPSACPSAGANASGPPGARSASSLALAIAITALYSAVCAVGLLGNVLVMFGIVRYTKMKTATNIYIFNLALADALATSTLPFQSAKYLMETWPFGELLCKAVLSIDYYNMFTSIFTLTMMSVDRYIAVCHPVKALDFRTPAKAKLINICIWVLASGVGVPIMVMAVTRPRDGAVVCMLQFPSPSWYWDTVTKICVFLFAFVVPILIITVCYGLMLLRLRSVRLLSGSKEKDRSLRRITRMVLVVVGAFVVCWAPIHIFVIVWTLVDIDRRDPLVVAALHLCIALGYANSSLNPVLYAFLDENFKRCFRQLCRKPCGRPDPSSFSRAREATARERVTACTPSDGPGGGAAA
HTR5A inv ag: HTR5A inverse agonists in luminescence cell assay, primary screen, counter-screen for OPRM1-OPRD1 heterodimer inverse agonist project, full-deck HTS; HTR5A cell line, inverse agonism; inhibition, % at 9.3 µM; 0.083% of 340,000 active; AID 504634, 2011; in the data active = inhibition mostly above about 23%, no sharp cut-off; inactive = mostly below about 18%;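 also: 0% = cells with DMSO and 100% = no-cell wells with DMSO; some compounds called inactive have numbers as strong as hits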
CAL PDZ FP: untagged CAL PDZ binding inhibitors, primary screen, biochemical, fluorescence polarization, HTS | inhibition, % at 24.9 µM | AID 602252, 2012 | purified CAL PDZ, TMR-peptide fluorescence polarization, 1 h | Golgi-associated PDZ and coiled-coil motif-containing protein (Homo sapiens), Q9HD26 | 0.92% of 300,000 active;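 active = mean inhibition of at least 30% with at least half of replicates also reaching 30%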;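 also: 0% = DMSO neutral control and 100% = excess unlabeled competitor peptide PRC23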
OPRM1-OPRD1 ag: agonists of OPRM1-OPRD1 heterodimerization, primary screen, cell-based, luminescence; Mu-type opioid receptor (Homo sapiens) + Delta-type opioid receptor (Homo sapiens), …; cells; activation, % at 9.3 µM; 0.3% of 340,000 active; in the data active = activation above about 18%;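 also: 0% = vehicle-treated cells and 100% = reference agonist; values of inactives mirror those of a sister screen read the other way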
RTF Ca sens inh: cardiac RTF calcium sensitivity inhibitors, primary screen, biochemical, IANBD-TnC fluorescence, EC70 calcium; 0.12% of 340,000 active; inhibition, % at 7.15 µM; IANBD-labeled cardiac RTF, Ca2+ fluorescence; Troponin I, cardiac muscle (Homo sapiens) + Troponin T, cardiac muscle (Homo sapiens) + …;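 active = inhibition above the mean inhibition of all tested compounds plus 3 SD, cut at about 17% in these data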;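 also: assay run at fixed EC70 calcium of 1.6 mM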
LANA DNA inh: inhibitors of KSHV C-LANA binding to DNA, primary screen, biochemical, fluorescence polarization, FAM-LBS DNA, MBP-C-LANA, single point; inhibition, % at 9 µM; AID 504423, 2011; 0.078% of 340,000 active; Kaposi's sarcoma herpesvirus LANA C-terminal domain (residues 932-1162) DNA binding;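 active = highest replicate inhibition at or above 60% at 9 µM, even if other replicates fall short; inactive = all replicates below 60% inhibition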;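 also: 0% = neutral control wells and 100% = 4 µM acridine orange control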
Keap1-Nrf2 PPI: Keap1-Nrf2 protein-protein interaction inhibitors, primary screen, biochemical, fluorescence polarization, single point; Keap1 Kelch-Nrf2 peptide fluorescence polarization, 1536-well; 0.15% of 340,000 active; inhibition, % at 9.4 µM; AID 504523, 2011; in the data active = inhibition above about 12%;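 also: human Keap1 Kelch domain with fluorescein labeled Nrf2 9mer peptide probe; 0% = neutral control wells and 100% = peptide positive control; higher means more block of Keap1 binding to Nrf2 peptide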
RTF Ca sens act: cardiac RTF calcium sensitivity activators, primary screen, biochemical, IANBD-TnC fluorescence, EC20 calcium | 0.24% of 340,000 active | IANBD-labeled TnC RTF fluorescence at EC20 calcium; 0% EC20 calcium, 100% full calcium | activation, % at 7.2 µM;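 active = activation above the mean over all tested compounds plus 3 SD, cut at about 30% in these data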;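 also: rise in fluorescence read as greater calcium sensitivity of cardiac thin filaments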
HTR5A ag: HTR5A agonists in luminescence cell assay, primary screen, counter-screen for OPRM1-OPRD1 heterodimer agonist project, full-deck HTS; 5-hydroxytryptamine receptor 5A (Homo sapiens), P47898; cell-based; activation, % at 9.3 µM; 0.61% of 340,000 active; AID 504692, 2011; in the data active = activation mostly above about 9.5%, no sharp cut-off; inactive = mostly below about 7.6%;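 also: 0% = cells with vehicle only and 100% = reference agonist; strong numbers were not always called active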
The depositor's hits bear a star; / = not tested or not shown. Rows were taken by chance. About 2.8% of those tested had a hit in this group.

The first two compounds as a preview:
SMILES	V-ATPase pHluor	OPRM1-OPRD1 inv	HTR5A inv ag	CAL PDZ FP	OPRM1-OPRD1 ag	RTF Ca sens inh	LANA DNA inh	Keap1-Nrf2 PPI	RTF Ca sens act	HTR5A ag
O=C(O)CCc1c(C(=O)O)[nH]c2ccccc12	3	11	-12	0	-1.9	-2	-0.8	-7	12	4
O=C(Nc1cccc(NC(=O)c2ccco2)c1)c1ccccc1	-1	12	4	-4	-2.2	11	1.7	-3	1	-2

Results, previewed entries included:
SMILES	V-ATPase pHluor	OPRM1-OPRD1 inv	HTR5A inv ag	CAL PDZ FP	OPRM1-OPRD1 ag	RTF Ca sens inh	LANA DNA inh	Keap1-Nrf2 PPI	RTF Ca sens act	HTR5A ag
O=C(O)CCc1c(C(=O)O)[nH]c2ccccc12	3	11	-12	0	-1.9	-2	-0.8	-7	12	4
O=C(Nc1cccc(NC(=O)c2ccco2)c1)c1ccccc1	-1	12	4	-4	-2.2	11	1.7	-3	1	-2
C=CCOc1ccc(C(=O)n2cc(C(=O)OC)c3ccccc32)cc1	1	-7	-4	1	1.5	-7	1.3	-1	1	1
CCN(c1ccccc1)S(=O)(=O)c1ccc(C(=O)N(C)Cc2cccs2)cc1	-2	6	10	2	-1.6	3	-2.5	-5	1	-1
Cc1c(/C=N\NC(=O)c2cc3ccccc3o2)c2ccccc2n1C	-2	8	7	1	-1.5	1	-0.8	0	10	-3
CC(C)c1ccccc1NC(=O)COC(=O)C1(C)CC1(Cl)Cl (stereo unspecified)	1	2	-1	-3	-0.3	-5	0.5	0	1	0
CCC(=O)Nc1sc2c(c1C#N)CCC2	3	10	8	-3	-2.1	7	0.0	-3	-1	-3
CCOC(=O)c1c(C)[nH]c(C(=O)OCC(=O)c2ccc3c(c2)NC(=O)CO3)c1C	1	5	2	0	-0.8	12	-0.4	2	-5	-1
CSCC[C@H](NC(=O)[C@@H]1Cc2ccccc2CN1)C(=O)Nc1ccc2c(c1)OCO2	-2	5	-12	-1	-1.0	3	-0.1	-1	-6	-5
Nc1cc(C(=O)OCC(=O)N2CCCC2=O)ccc1Cl	4	10	-1	3	-1.5	-6	-0.8	0	9	-3
Cc1cc(Cl)ccc1NC(=O)CN1CCN(C(=O)c2ccco2)CC1	-2	9	-5	-2	-1.7	-22	-1.4	-2	-1	0
O=C(CC1(O)C(=O)N(CN2CCOCC2)c2ccccc21)c1ccccc1 (stereo unspecified)	-1	14	1	-3	-2.6	5	-2.2	-4	0	2
O=C(OCC(=O)N1CCCC1=O)c1nc(Cl)ccc1Cl	-3	5	-24	-8	-0.8	-2	-0.9	-1	-5	-1
COCCCN1C(=O)c2ccc(C(=O)OCC(=O)N(CCC#N)c3cc(C)cc(C)c3)cc2C1=O	5	12	-5	-2	-1.9	-2	3.3	3	1	2
COc1ccccc1C1CC(=O)NC(C)=C1C(=O)OC(C)C (stereo unspecified)	2	7	4	-2	-1.4	-8	0.5	-3	11	-2
CC(C)N(CCn1c(SCC(=O)N2CC(=O)Nc3ccccc32)nc2ccccc2c1=O)C(C)C	-4	-9	-10	/	1.6	-7	1.8	-17	6	2
Cc1c(Cl)cccc1NC(=O)Cn1cnc(S(=O)(=O)N2CCCC2)c1	5	18	-12	-1	-3.5	-6	-1.3	1	4	2
CCOC(=O)CCn1cnc2ccc([N+](=O)[O-])cc2c1=O	-4	6	-13	14	-1.1	-3	-0.3	-1	6	5
COCC(=O)N1CCC2CC1c1cc(Cl)ccc12 (stereo unspecified)	-2	15	-9	11	-3.1	-4	5.8	-2	-5	2
CC1C(=O)N2CCCc3cc(NC(=O)C(=O)NCc4ccccn4)cc1c32 (stereo unspecified)	1	11	-4	-5	-1.8	-1	2.3	-3	-9	1
CC(=O)C[C@H](O)CC(=O)[C@H]1OC(=O)CC/C=C\Cc2ccccc21	-12	3	-21	6	-0.6	-3	-3.2	3	1	-4
N#CC(c1ccc(Cl)nn1)c1ccc(Cl)cc1Cl (stereo unspecified)	-2	0	-10	4	0.0	-10	0.1	-2	-3	-2
Nc1cc(=O)[nH]c(N2CCN(c3ccccc3)CC2)n1	-1	7	2	-4	-1.3	-1	1.5	3	-7	-1
CCCCn1c(SCC(=O)NC2CCCC2)nnc1-c1ccco1	2	-4	-15	/	0.5	-3	1.7	-2	-1	-2
Nn1c(SCc2ccc(Br)cc2)nnc1-c1ccccn1	1	-2	-1	/	0.5	-3	1.0	-3	-2	-1
COc1cccc(NC(=O)c2cccc(S(=O)(=O)N3CCN(Cc4ccccc4)CC3)c2)c1	2	-17	-32	2	2.5	-5	-0.1	-3	-14	12
COc1ccc(NC(=O)COc2ccccc2Cl)cc1S(=O)(=O)N1CCCCC1	-4	0	-22	/	0.1	-16	0.0	0	-5	8
CC(=O)Cn1c(CN2CCCCC2)nc2ccccc2c1=O	0	15	3	/	-2.8	-4	0.7	-1	-5	-3
O=C(OCC(=O)N1CCCc2ccccc21)c1ccc(Cl)nc1	1	14	10	0	-2.7	3	-0.1	-2	-6	2
Cc1ccc(N2CC(=O)N(NC(=O)Nc3ccc(Cl)c(Cl)c3)CC2=O)cc1	0	11	16	-5	-2.3	3	0.4	-4	9	2
Cc1csc(CNc2ncnc3ccc(-c4cccnc4)cc23)c1	0	9	-16	-7	-1.7	-4	-0.6	-2	1	2
N#CCCN(C(=O)COC(=O)c1cc(S(=O)(=O)N2CCOCC2)ccc1Cl)c1ccc(F)cc1	-2	2	1	-3	-0.2	-14	0.8	0	-3	2
CCCCCCc1cc2cc(C(=O)OCC)c(=O)oc2cc1O	1	12	8	1	-2.2	3	-1.7	-1	-1	-2
COC(=O)CNC(=O)c1ccccc1[N+](=O)[O-]	-2	4	8	-4	-0.7	-10	3.2	-2	4	3
CCN(CCCNC(=O)CC(C(=O)N1CCc2ccccc21)n1ccnc1)c1cccc(C)c1 (stereo unspecified)	4	-13	-24	-1	2.4	-11	0.0	-1	4	-2
C=CCn1c2ccccc2c2nnc(SC(CC)C(=O)Nc3sc4c(c3C#N)CCCC4)nc21 (stereo unspecified)	-1	0	-2	0	0.0	9	0.7	-6	4	-4
CCOc1ccc(CNC(=S)N/N=C\c2ccc([N+](=O)[O-])cc2)cc1	-1	-35	-28	-3	7.0	-8	-2.1	2	-2	11
COC(=O)c1sccc1OCc1cccc(OC)c1	4	7	3	-2	-1.5	2	-0.9	-2	-1	-1
Cc1cc(C)c(OCC(=O)OCC(=O)NC2CCCCCCC2)c(C)c1	-2	-14	2	-3	4.3	-3	-1.2	-2	1	1
CCC1(C)NC(=O)N(CC(=O)Nc2sc3c(c2C(=O)OC)CCCCC3)C1=O (stereo unspecified)	2	16	16	-4	-3.3	-38	0.6	-8	2	0

Some of these compounds in order of the RTF Ca sens inh value, largest number first:
Molecule	RTF Ca sens inh
C=CCn1c2ccccc2c2nnc(SC(CC)C(=O)Nc3sc4c(c3C#N)CCCC4)nc21 (stereo unspecified)	9
Cc1cc(C)c(OCC(=O)OCC(=O)NC2CCCCCCC2)c(C)c1	-3
CCOc1ccc(CNC(=S)N/N=C\c2ccc([N+](=O)[O-])cc2)cc1	-8
N#CCCN(C(=O)COC(=O)c1cc(S(=O)(=O)N2CCOCC2)ccc1Cl)c1ccc(F)cc1	-14

Four compounds drawn at random from the list so far:
SMILES	V-ATPase pHluor	OPRM1-OPRD1 inv	HTR5A inv ag	CAL PDZ FP	OPRM1-OPRD1 ag	RTF Ca sens inh	LANA DNA inh	Keap1-Nrf2 PPI	RTF Ca sens act	HTR5A ag
Cc1cc(C)c(OCC(=O)OCC(=O)NC2CCCCCCC2)c(C)c1	-2	-14	2	-3	4.3	-3	-1.2	-2	1	1
CCCCCCc1cc2cc(C(=O)OCC)c(=O)oc2cc1O	1	12	8	1	-2.2	3	-1.7	-1	-1	-2
N#CCCN(C(=O)COC(=O)c1cc(S(=O)(=O)N2CCOCC2)ccc1Cl)c1ccc(F)cc1	-2	2	1	-3	-0.2	-14	0.8	0	-3	2
CCN(CCCNC(=O)CC(C(=O)N1CCc2ccccc21)n1ccnc1)c1cccc(C)c1 (stereo unspecified)	4	-13	-24	-1	2.4	-11	0.0	-1	4	-2

Next part
SMILES	V-ATPase pHluor	OPRM1-OPRD1 inv	HTR5A inv ag	CAL PDZ FP	OPRM1-OPRD1 ag	RTF Ca sens inh	LANA DNA inh	Keap1-Nrf2 PPI	RTF Ca sens act	HTR5A ag
CCn1c(SCC(=O)NCc2cccs2)nc2c1c(=O)n(C)c(=O)n2C	-3	8	-2	0	-1.4	4	-0.2	2	-3	-2
CCOC1C(=O)NC(=O)N1Cc1ccccc1 (stereo unspecified)	1	11	-3	0	-2.3	13	-2.2	0	2	1
[O-][n+]1onc2c3ccnnc3ccc21	-3	3	4	-3	-0.5	4	-0.2	1	0	-1
O=[N+]([O-])c1cc(C(F)(F)F)ccc1NN=C1CCCC1	-2	3	-16	-7	-0.6	16	0.0	3	-6	5
N#CCCN(C(=O)COC(=O)c1nc(Cl)ccc1Cl)c1ccccc1	1	22	-6	-3	-4.2	-18	-0.5	0	7	2
Cc1ccc(S(=O)(=O)Nc2cccc(C(=O)NCC3CCCO3)c2)cc1F (stereo unspecified)	0	2	10	-3	-0.3	-25	0.3	2	-3	4
COc1ccc(S(=O)(=O)CCC(=O)NCCc2cccc(C)c2)cc1	14	-5	-2	-3	0.9	-2	1.6	2	-5	0
CCn1c(N2CCN(C(=O)c3ccco3)CC2)nc2ccccc21	1	12	-28	-8	-2.5	-6	1.0	-1	1	7
CCCC(=O)Nc1c(-c2ccccc2)c(=O)c(C)nn1-c1ccc(C)cc1	6	10	-8	/	-2.0	-13	-1.2	-1	2	3
CC[C@]12c3[nH]c4ccc(Cl)cc4c3CCN1C(=O)[C@@H](CC(=O)NCCCOC)C[C@@H]2C(=O)N1CCN(C(=O)C2CC2)CC1	3	19	1	5	-3.8	0	-1.3	-3	-5	0
Nc1nc(COc2ccc(Cl)cc2)cs1	4	-3	13	-4	0.5	11	1.4	-6	-1	-5
Cn1c(C(=O)N2CCN(c3ccccc3)CC2)cc2cc(Cl)ccc21	5	11	12	74*	-2.5	3	2.1	-2	-5	-3
CC1CC(C)(C)CC2(C1)NC(=O)N(CC(=O)NC1CCCc3ccccc31)C2=O (stereo unspecified)	0	16	7	-3	-3.2	-2	-0.4	1	-3	-2
O=C(Nc1ccc(F)cc1)C(c1ccccc1)N1CCN(C(=O)c2ccco2)CC1 (stereo unspecified)	5	7	-7	-3	-1.3	-2	-0.3	-1	-1	2
